# Bioassay records: PubChem BioAssay, NCI
# NCI-60 one-dose screen, 48 h, at 10 µM unless noted. Numbers give growth in % (100 = growth as untreated, 0 = no growth, -100 = all killed).
# KM12: KM12 colon cancer cells | 82,000 compounds, 5% hits | AID 1794800
# COLO 205: COLO 205 colon cancer; 79,000 compounds, 7.3% hits
# NCI-H226: NCI-H226 lung cancer; 79,000 compounds, 3.5% hits; AID 1794732
# NCI/ADR-RES: NCI/ADR-RES ovarian cells; 81,000 compounds, 4.4% hits; AID 1794790
# NCI-H460: NCI-H460 lung cancer; 82,000 compounds, 6.8% hits
# NCI-H322M: NCI-H322M lung cancer. 80,000 compounds, 2.7% hits
# NCI-H522: NCI-H522 lung cancer; 78,000 compounds, 8% hits; AID 1794739
# IGROV1: IGROV1 ovarian cancer | 79,000 compounds, 4.7% hits | AID 1794786
# NCI-H23: NCI-H23 lung cancer; 80,000 compounds, 4% hits; AID 1794731
# * = called active by the depositor; . = not tested or not shown; & = joins results of further samples; [ ] = remark or other dose. How the source made its calls: active means growth percent below 10; inactive means the rest.
entry	mol	KM12	COLO 205	NCI-H226	NCI/ADR-RES	NCI-H460	NCI-H322M	NCI-H522	IGROV1	NCI-H23
1	COc1ccc(CC2=NCCc3cc(OC)c(OC)cc32)cc1OC	102&94	100&99	90&95	93&88	67&69	88&72	85	96&66	86&77
2	C[C@]12CC=CC[C@@H]1CC[C@@H]1[C@@H]2CC[C@@]2(C)[C@H]1CC[C@]2(C)O	106	109	94	99	111	98	81	103	102
3	CCN(CCCCO)CCc1c[nH]c2ccc(OC)cc12	105	106	91	100	102	100	87	105	103
4	O=[N+]([O-])c1ccc2c3c(cccc13)-c1ccccc1-2	108	106	97	106	102	93	96	102	96
5	CCOP(=O)(OCC)OCc1ccc(C)cc1C	103	107	100	102	134	102	94	108	95
6	O=[P+](O)c1ccccc1	107	112	107	106	106	149	.	115	107
7	C[C@]12CC[C@@H]3c4ccc(Oc5nc(N6CC6)nc(N6CC6)n5)cc4CC[C@H]3[C@@H]1CCC2=O	50	32	49	41	-34*	44	31	28	32
8	CN(C)CCc1cn(C2CCC2)c2cccc(O)c12	76	81	70	74	71	91	84	84	.
9	ClP(Cl)(c1ccccc1)(c1ccccc1)c1ccccc1	103	114	112	120	116	97	88	95	110
10	CCCCOC(N)=O	106	108	103	106	106	102	106	113	100
11	Cc1ccc2c(c1)Cc1c(C(=O)NN3CCCCC3)nn(-c3ccc(Cl)cc3Cl)c1-2	86	100	92	79	85	94	55	89	84
12	CCN(CC)CP(CN(CC)CC)CN(CC)CC	113	118	103	102	108	97	64	94	101
13	C[C@]12C[C@H](O)[C@H]3[C@@H](CCC4=CC(=O)CC[C@@]43C)[C@@H]1CC[C@@H]2O	105	100	.	104	108	110	.	105	103
14	Cc1cnc(/C=C/C(=O)O)cc1-c1cc2c(cc1C)C(C)(C)CCC2(C)C	57	102	83	79	86	110	66	94	79
15	N[C@@H](CCC(=O)CBr)C(=O)O	104[20 µM]	.	106[20 µM]	112[20 µM]	106[20 µM]	99[20 µM]	91[20 µM]	100[20 µM]	102[20 µM]
16	O=[N+]([O-])CC(O)C(Cl)(Cl)Cl (stereo not drawn)	107	98	103	104	101	103	99	102	99
17	O=C(OCCc1ccccc1)C(Cl)(Cl)Cl	104	106	99	112	102	104	99	112	96
18	O=C(CBr)c1c[nH]c(=O)[nH]c1=O	110	112	99	113	107	110	.	110	115
19	CCCCCCCCOP(=O)(N1CC1C)N1CC1C (stereo not drawn)	107	112	94	105	108	93	.	80	106
20	Cc1ccc2c(c1N)C(=O)c1ccccc1C2=O	70	107	99	97	101	94	95	93	94
21	CCC1CN1P(=O)(c1ccccc1)N1CC1CC (stereo not drawn)	109	101	103	113	106	108	.	109	103
22	O=S1(=O)OCCOS(=O)(=O)C1(Br)Br	93	104	97	95	106	96	91	107	95
23	CNC(=O)Oc1ccc2ccccc2c1	90	106	106	110	114	95	93	96	100
24	CN[C@@]1(c2ccccc2Cl)CCCC[C@@H]1NCc1ccccc1	101	110	92	91	111	95	93	98	92
25	O=C(O)c1ccc2c3c(n[se]c13)-c1ccccc1C2=O	94	108	90	94	108	103	101	93	94
26	Cl[Se](Cl)(c1ccccc1)c1ccccc1	105	98	.	108	101	105	82	108	111
27	CC(=O)c1cc2c(cc1O)C(C)(C)CCC2(C)C	102	107	106	93	107	97	92	.	98
28	COc1cc(OC)c(S(=O)(=O)N(CCCl)CCCl)cc1C(=O)/C=C/c1ccccc1	97	123	91	97	95	101	104	106	.
29	COCCOC(=O)Cc1ccccc1	102	102	105	103	108	108	96	114	107
30	CC(O)C1CCC2C3CCC4=CC(=O)CCC4(C)C3CCC12C (stereo not drawn)	104	.	92	83	95	94	71	71	89
31	Cc1c(C)c(N)c(C)c(C)c1N	98	92	98	96	40	88	41	81	79
32	CC(C)(C)c1ccc(OP(=O)(Oc2ccc(C(C)(C)C)cc2)Oc2ccc(C(C)(C)C)cc2)cc1	98	105	101	106	100	110	.	137	90
33	ClC(Cl)c1nc2ccccc2s1	94	108	100	109	105	94	97	61	103
34	CC[C@@]1(O)CC[C@@]2(C)[C@@H](CC[C@@H]3[C@@H]2CC[C@]2(C)[C@@H](O)CC[C@@H]32)C1	109	116	105	100	107	102	96	108	102
35	Cc1ccccc1C(=O)N1CC1C (stereo not drawn)	117	124	110	109	113	123	92	126	106
36	COc1ccc2c(c1)NC1=C(C(=O)OC1)C2c1cc(OC)c(OC)c(OC)c1 (stereo not drawn)	-4.1*	-48*	50	-35*	4.5*	.	-26*	12	16
37	CC[C@H](C)[C@H](NC(=O)N[C@@H](C)c1ccccc1)C(=O)N(C)[C@H](C[C@@H](OC(C)=O)c1nc(C(=O)N[C@@H](Cc2ccccc2)C[C@H](C)C(=O)OC)cs1)C(C)C	2.6*	-47*	31	50	3.6*	51	-39*	24	27
38	O=C1NC(=S)NC(=O)C1=Cc1ccc(F)cc1	102	111	104	110	106	109	104	116	123
39	Cc1cc(C)cc(Nc2nc3c(s2)CC[C@@]2(C)C3=CC[C@@H]3[C@@H]2CC[C@]2(C)C(=O)CC[C@@H]32)c1	56	92	50	75	50	80	66	85	77
40	C[C@]12CCc3sc(Nc4ccc(O)cc4)nc3C1=CC[C@@H]1[C@@H]2CC[C@]2(C)C(=O)CC[C@@H]12	47	38	103	69	66	93	-55*	13	70

# 18 entries from above, reformatted:
[1] COc1ccc(CC2=NCCc3cc(OC)c(OC)cc32)cc1OC
[2] C[C@]12CC=CC[C@@H]1CC[C@@H]1[C@@H]2CC[C@@]2(C)[C@H]1CC[C@]2(C)O
[3] CCN(CCCCO)CCc1c[nH]c2ccc(OC)cc12
[4] O=[N+]([O-])c1ccc2c3c(cccc13)-c1ccccc1-2
[5] CCOP(=O)(OCC)OCc1ccc(C)cc1C
[6] O=[P+](O)c1ccccc1
[7] C[C@]12CC[C@@H]3c4ccc(Oc5nc(N6CC6)nc(N6CC6)n5)cc4CC[C@H]3[C@@H]1CCC2=O
[8] CN(C)CCc1cn(C2CCC2)c2cccc(O)c12
[9] ClP(Cl)(c1ccccc1)(c1ccccc1)c1ccccc1
[10] CCCCOC(N)=O

entry no.,1,2,3,4,5,6,7,8,9,10
KM12,102&94,106,105,108,103,107,50,76,103,106
COLO 205,100&99,109,106,106,107,112,32,81,114,108
NCI-H226,90&95,94,91,97,100,107,49,70,112,103
NCI/ADR-RES,93&88,99,100,106,102,106,41,74,120,106
NCI-H460,67&69,111,102,102,134,106,-34*,71,116,106
NCI-H322M,88&72,98,100,93,102,149,44,91,97,102
NCI-H522,85,81,87,96,94,.,31,84,88,106
IGROV1,96&66,103,105,102,108,115,28,84,95,113
NCI-H23,86&77,102,103,96,95,107,32,.,110,100

[11] Cc1ccc2c(c1)Cc1c(C(=O)NN3CCCCC3)nn(-c3ccc(Cl)cc3Cl)c1-2
[12] CCN(CC)CP(CN(CC)CC)CN(CC)CC
[13] C[C@]12C[C@H](O)[C@H]3[C@@H](CCC4=CC(=O)CC[C@@]43C)[C@@H]1CC[C@@H]2O
[14] Cc1cnc(/C=C/C(=O)O)cc1-c1cc2c(cc1C)C(C)(C)CCC2(C)C
[15] N[C@@H](CCC(=O)CBr)C(=O)O
[16] O=[N+]([O-])CC(O)C(Cl)(Cl)Cl (stereo not drawn)
[17] O=C(OCCc1ccccc1)C(Cl)(Cl)Cl
[18] O=C(CBr)c1c[nH]c(=O)[nH]c1=O

entry no.,11,12,13,14,15,16,17,18
KM12,86,113,105,57,104[20 µM],107,104,110
COLO 205,100,118,100,102,.,98,106,112
NCI-H226,92,103,.,83,106[20 µM],103,99,99
NCI/ADR-RES,79,102,104,79,112[20 µM],104,112,113
NCI-H460,85,108,108,86,106[20 µM],101,102,107
NCI-H322M,94,97,110,110,99[20 µM],103,104,110
NCI-H522,55,64,.,66,91[20 µM],99,99,.
IGROV1,89,94,105,94,100[20 µM],102,112,110
NCI-H23,84,101,103,79,102[20 µM],99,96,115

# Continued.
entry	mol	KM12	COLO 205	NCI-H226	NCI/ADR-RES	NCI-H460	NCI-H322M	NCI-H522	IGROV1	NCI-H23
41	O=C(O)C1CC2(Cl)C(Cl)=C(Cl)C1(Cl)C2(Cl)Cl (stereo not drawn)	105	117	109	111	109	118	122	114	100
42	Cc1cc(C)c(C)c(C(O)(C(=O)O)c2ccccc2)c1C (stereo not drawn)	108	98	97	98	107	.	105	106	106
43	CCC(C)(Cl)c1ccccc1 (stereo not drawn)	104	113	98	106	111	98	101	102	101
44	CCCCCN(CCCCC)CC(O)c1ccc(Cl)c(Cl)c1 (stereo not drawn)	95	93	100	94	92	103	90	96	82
45	CNC(=O)O/N=C/C(C)(C)SC	106	111	107	107	102	104	72	114	102
46	CC(=O)O[C@H]1CCC2C3CCC4=C/C(=N/O)CCC4(C)C3CCC21C (stereo partly drawn)	78	107	98	71	90	.	83	88	90
47	CC(=O)c1c(C)n(CCCCl)c2c1c(-c1ccc3c(c1)OCO3)nc1ccccc12	75	96	85	86	82	86	70	76	82
48	O=C(O)C(F)F	103	105	90	113	89	114	101	114	107
49	CC1CCN(C(CC(=O)c2ccccc2)C(=O)c2ccccc2)CC1 (stereo not drawn)	107	100	110	108	110	90	78	93	102
50	CC(Cc1ccc2c(c1)OCO2)NN (stereo not drawn)	103	99	87	98	105	99	84	100	91
51	COc1cc(NC(C)CCCNC2CN3CCC2CC3)c2ncccc2c1 (stereo not drawn)	86	35	87	97	106	63	82	69	85
52	O=S(=O)(O)c1ccc(-c2ccc([As](=O)(O)O)cc2)cc1	105	114	110	108	.	104	89	107	105
53	Cc1nnc(NN=O)nc1C	114	135	96	108	114	112	100	111	102
54	COc1cc2c(cc1OC)C13CCN4CC5=CCOC6CC(=O)N2C1C6C5C3C4 (stereo not drawn) (tested in a mixture with another compound)	105	95	113	103	108	91	95	85	91
55	O=C(NC(O)C(Cl)(Cl)Cl)c1ccccc1O (stereo not drawn)	106	121	91	105	107	118	93	102	105
56	CN(C)CCCN1CC2CCCCC2C1 (stereo not drawn)	102	101	102	100	.	103	89	107	95
57	O=C1NC(=O)C(Cc2ccccc2)(Cc2ccccc2)C(=O)N1Cc1ccccc1	100	100	97	79	107	81	79	100	84
58	NC(Cc1cnc[nH]1)C(=O)NC(Cc1cnc[nH]1)C(=O)O (stereo not drawn)	108	106	95	102	105	103	84	102	102
59	COc1cccc(C2N3CCCN2CC3)c1 (stereo not drawn)	106	111	119	108	113	108	112	104	99
60	CCOP(=O)(OCC)c1nc(-c2ccccc2)oc1N(C)CCBr	107	122	107	102	108	103	98	99	100
61	[N-]=[N+]=NCc1ccccc1	110	108	105	.	113	122	97	.	.
62	Cc1nnc(N/N=C/c2ccc(N(CCCl)CCCl)cc2)n1N	106	95	69	93	61	108	82	81	76
63	CC1CNCCN1c1ccc(Cl)cc1 (stereo not drawn)	106	105	101	107	111	108	98	115	109
64	CN(N=O)C(=O)C(=O)N(C)N=O	97	107	99	105	103	94	109	114	107
65	CCOC(=O)C1=C(N)Oc2c(c(=O)oc3ccccc23)C1c1cc(=O)oc2c1ccc1ccccc12 (stereo not drawn)	92	105	87	92	103	89	93	96	91
66	COCCOCCOCCOc1ccc(-n2cc(-c3ccc(O[C@H]4O[C@@H]5OC6(C)CC[C@H]7[C@H](C)CC[C@@H]([C@H]4C)[C@@]57OO6)cc3)nn2)cc1	32	-11*	80	34	71	86	-21*	50	27
67	CC(=O)Nc1ccc(/C=C/c2ccc(N=C=S)cc2S(=O)(=O)O)c(S(=O)(=O)O)c1	104	108	102	110	109	104	104	104	103
68	CCCC1(C(=O)OCC)CCOC1=O (stereo not drawn)	92	149	94	106	111	99	94	103	100
69	O=C(NCCCOc1ccc([N+](=O)[O-])cc1Cl)Nc1ccc(S(=O)(=O)F)cc1	98	100	89	89	98	80	.	95	89
70	CCOC(=O)NC(O)C(Cl)(Cl)Cl (stereo not drawn)	93	103	96	97	103	100	95	95	95
71	Oc1ccc2ccc3cccc4ccc1c2c34	100	106	96	106	106	.	85	94	99
72	O=C1NC(=S)S/C1=C\c1ccc(N(CCCl)CCCl)cc1	107	104	93	98	98	122	99	110	86
73	CC(C)CC(N(C)C)C1(c2ccc(Cl)cc2)CCC1 (stereo not drawn)	97	98	103	101	109	104	95	103	95
74	O=C1NC(=S)NC(=O)C1=C/C=C/c1ccccc1	111	110	97	113	104	102	100	112	116
75	CC(C)c1cc(Br)cc(C(C)C)c1OCCN(C)C	102	.	89	94	108	92	91	98	98
76	COC(=O)C1=CCCN(C)C1	109&117	121&114	101&100	115&107	106&110	83&96	73&97	145&102	101&104
77	NCC(CC(=O)O)c1ccc(Cl)cc1 (stereo not drawn)	109	98	98	110	107	99	106	102	95
78	CNC(=O)Oc1cccc(CN(C)C)c1	104	108	100	103	107	.	98	101	.
79	O=C(O)C(O)c1ccc(Cl)cc1 (stereo not drawn)	100&108	116&106	103&97	107&106	114&106	118&101	88&100	111&110	107&99
80	CCCOC(=O)N[C@H]1CCc2c(Br)c(OC)c(OC)c(OC)c2-c2ccc(SC)c(=O)cc21	-16*	-32*	15	10	-18*	35	8.5*	11	27

# Not all compounds are listed; the hit share may differ from the screen's.
